PP5 primary: PP5 phosphatase inhibitors, primary screen, biochemical, fluorescence; Serine/threonine-protein phosphatase 5 (Homo sapiens), P53041; purified PP5c, OMFP substrate fluorescence; inhibition, % at 6.7 µM; 320,000 tested, 0.18% active;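 active = inhibition above the campaign's mean inhibition across all tested compounds plus 3 SD, cut at about 9.5% in these data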;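 note: 0% = DMSO only and 100% = 100 µM cantharidin control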
Target sequence (P53041 whole entry, looked up): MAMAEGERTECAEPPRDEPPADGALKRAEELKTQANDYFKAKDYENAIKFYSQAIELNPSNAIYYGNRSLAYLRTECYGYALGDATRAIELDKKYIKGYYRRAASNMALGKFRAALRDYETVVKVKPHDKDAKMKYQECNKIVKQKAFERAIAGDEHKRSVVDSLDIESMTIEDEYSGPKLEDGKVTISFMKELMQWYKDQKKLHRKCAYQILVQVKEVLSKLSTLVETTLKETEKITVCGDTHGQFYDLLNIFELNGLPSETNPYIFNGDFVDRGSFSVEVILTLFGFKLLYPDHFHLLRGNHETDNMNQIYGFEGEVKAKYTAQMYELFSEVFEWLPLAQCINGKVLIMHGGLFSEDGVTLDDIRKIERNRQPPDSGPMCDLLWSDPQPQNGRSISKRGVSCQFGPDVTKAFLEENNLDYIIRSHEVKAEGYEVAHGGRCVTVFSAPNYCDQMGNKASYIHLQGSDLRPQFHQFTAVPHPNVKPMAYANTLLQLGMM
PP1 counter: PP1-alpha phosphatase inhibitors, primary screen, counter-screen for PP5 inhibitor project, biochemical, fluorescence, OMFP substrate, single point; Serine/threonine-protein phosphatase PP1-alpha catalytic subunit (Homo sapiens), P62136; purified PP1alpha; inhibition, % at 6.7 µM; 320,000 tested, 0.9% active; AID 2235, 2010;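 active = inhibition above the mean inhibition of all tested compounds plus 3 SD, computed separately for each screening campaign, cut at about 15% in these data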
JMJD2C inh: inhibitors of GASC-1 histone demethylase, primary screen, biochemical, fluorescence, DELFIA europium; 330,000 tested, 0.069% active; GST-JMJD2C(1-420) H3K9me3 demethylation; inhibition, % at 2.35 µM; Lysine-specific demethylase 4C (Homo sapiens), Q9H3R0; AID 2099, 2009;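 active = more than half of a compound's replicate wells show inhibition beyond 50%, single wells judged on their own value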;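 note: signal counts dimethyl H3K9 product captured on neutravidin plate; 0% = median of DMSO wells and 100% = 0.3 times that DMSO median; strong numbers were not always called active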
Target sequence (Q9H3R0 1-420 limits assumed): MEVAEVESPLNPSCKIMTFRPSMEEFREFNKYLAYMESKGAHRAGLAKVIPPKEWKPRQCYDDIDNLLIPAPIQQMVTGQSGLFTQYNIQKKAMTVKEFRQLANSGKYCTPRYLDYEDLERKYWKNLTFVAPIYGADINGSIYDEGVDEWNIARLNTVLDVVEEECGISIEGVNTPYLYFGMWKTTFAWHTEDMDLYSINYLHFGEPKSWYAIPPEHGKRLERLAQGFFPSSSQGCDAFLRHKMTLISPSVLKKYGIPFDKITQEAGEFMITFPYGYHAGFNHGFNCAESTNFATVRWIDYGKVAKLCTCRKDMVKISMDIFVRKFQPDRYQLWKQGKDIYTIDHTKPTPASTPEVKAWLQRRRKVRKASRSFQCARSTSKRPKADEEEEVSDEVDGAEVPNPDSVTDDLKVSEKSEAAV
CTSL1 counter: Fasciola hepatica cathepsin L1 inhibitors, primary screen, counter-screen for PFM18AAP inhibitor project, biochemical, QFRET, fluorogenic peptide substrate | recombinant F. hepatica cathepsin L1, Z-Leu-Arg-MCA fluorescence | inhibition, % at 5.96 µM | 300,000 tested, 0.49% active | AID 1906, 2009;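 active = inhibition above the mean of all tested compounds plus 3 SD, set per screening campaign, cut at about 17% in these data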;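 note: 0% = plate median of test compound wells and 100% = 1 µM Z-Phe-Ala-diazomethylketone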
proCasp7 act: procaspase-7 activators, primary screen, counter-screen for procaspase-3 activator project, biochemical, absorbance, HTS, human; AID 463210, 2010; Caspase-7 (Homo sapiens), P55210; recombinant procaspase-7, Ac-DEVD-pNA absorbance 405 nm; D23A/D198A/D206A triple mutant, cannot self-cleave; scale: DMSO 0, 5 µM enzyme 100; 330,000 tested, 0.093% active; activation, % at 8.5 µM;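 active = percent activation above the screen-wide mean plus 3 SD, cut at about 25% in these data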
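System: Uncleavable procaspase-7 mutant enzyme; Amount: 2 µM procaspase-7 mutant as dispensed; Schedule: 1 h compound preincubation, 2 h substrate cleavage, 25 °C; Measured by: 405 nm absorbance of p-nitroaniline; Evaluation: percent activation from buffer-corrected 0–120 min absorbance change; Control set: low DMSO alone, high DMSO plus 5 µM PC-7.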
HCV core dimer: inhibitors of HCV core protein dimerization, primary screen, biochemical, TR-FRET, high-throughput | TR-FRET GST/Flag-core106 dimerization, 1536-well | inhibition, % at 5 µM | 300,000 tested, 0.33% active;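 active = inhibition above the mean of all tested compounds plus 3 SD, set per screening campaign, cut at about 45% in these data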
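Assay system: GST-tagged and Flag-tagged HCV core protein residues 1-106 / Times: compound-protein-antibody incubation 4 h at 22.5 °C / Signal: time-resolved FRET, ex 340 nm, em 617 and 671 nm / Evaluation: % inhibition based on acceptor/donor emission ratio / Benchmarks: wells lacking GST-core106 and wells with excess unlabelled core106 / Repeats: singlicate, one well per compound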
proCasp3 act: activators of human procaspase-3 D3A mutant, primary screen, biochemical, absorbance, PC-3 D3A mutant, single concentration; recombinant procaspase-3 D3A, Ac-DEVD-pNA absorbance 405 nm; activation, % at 8.5 µM; 330,000 tested, 0.11% active; AID 463141, 2010;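 active = activation above the mean of all tested compounds plus 3 SD, cut at about 21% in these data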;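 note: 0% = DMSO alone and 100% = DMSO wells spiked with extra 5 µM PC-3 D3A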
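Evaluation: percent activation relative to control range; Material: Procaspase-3 D3A mutant, all three cleavage aspartates alanine; Compound: single dose, 8.5 µM nominal compound, 0.8% DMSO; Replication: one well per compound; Signal: absorbance at 405 nm, 0 and 120 min; Schedule: 1 h preincubation plus 2 h reaction at 25 °C.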
TPT1 inhibitor: Candida albicans TPT1 enzyme inhibitors, primary screen, biochemical, fluorescence polarization; tRNA 2'-phosphotransferase TPT1 (Candida albicans SC5314); recombinant caTPT1, FP RNA substrate dephosphorylation; inhibition, % at 5 µM; 300,000 tested, 0.81% active; AID 1962, 2009;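 active = inhibition above the mean of all tested compounds plus 3 SD, set per screening campaign, cut at about 24% in these data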;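 note: plate controls were DMSO alone for no effect and ferristatin control at 100 nM for full effect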
Efflux pump mplx: inhibitors of Candida efflux pumps in yeast, primary screen, S. cerevisiae, Nile Red, multiplex | inhibition, % at 10 µM | S. cerevisiae Candida pump triplex | AID 485275, 2010 | 330,000 tested, 0.44% active;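 active = plate passing quality check with inhibition over a set limit, or well fluorescence over plate mean plus 4 SD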;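 note: Nile Red retained in pooled yeast measured as flow cytometry median fluorescence; 0% = buffer negative control and 100% = Enniatin B positive control; higher means more Nile Red kept so more efflux inhibition; some compounds called inactive have numbers as strong as hits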
* = called active by the depositor; / = no result given. This is a random part of the collection, and some 2.9% of all compounds hit somewhere here.

item	SMILES	PP5 primary	PP1 counter	JMJD2C inh	CTSL1 counter	proCasp7 act	HCV core dimer	proCasp3 act	TPT1 inhibitor	Efflux pump mplx
1	Clc1cccc(Cl)c1Cn1cnc(=NCc2ccco2)c2[nH]cnc21	-0.6	-0.9	36.9	6.8	10.9	2.5	-1.1	-0.7	-0.1
2	CCN(CC)S(=O)(=O)c1ccc(S(=O)(=O)N2CCCC2)cc1	-2.3	-8.0	-2.8	-2.8	4.1	-7.7	4.8	1.1	0.6
3	CN1C(=O)CC(N2CCC(c3nc4ccccc4[nH]3)CC2)C1=O (configuration not stated)	1.3	-2.8	6.3	-2.9	-5.6	2.5	-2.1	-0.8	-0.1
4	O=C(NNc1ncccc1-n1cccc1)c1ccc(Cl)cc1	-0.9	-1.7	8.0	-3.1	3.7	3.1	4.8	-5.0	-0.2
5	COc1cc(N)c(Cl)cc1C(=O)OCC(=O)Nc1ccc(N2CCOCC2)cc1	/	/	2.9	/	2.1	/	2.6	/	-0.1
6	O/N=C/c1ccc(-c2cc(Cl)ccc2Cl)o1	1.2	-0.4	-5.1	-1.8	0.8	-5.4	11.9	1.9	11.4*
7	CCc1nc(SCc2ccc(C(=O)OC)o2)n[nH]1	-0.4	0.3	1.0	-0.7	2.1	-3.2	-7.9	-1.1	-0.2
8	COc1cccc(C(CC(=O)O)NS(=O)(=O)c2ccc3c(c2)N(C(C)=O)CC(C)O3)c1 (configuration not stated)	1.3	8.3	2.5	-8.2	3.5	1.5	-8.9	3.4	0.0
9	Cc1ccc(C)c(NC(=O)Cn2nnc(C(=O)Nc3c(C)cccc3C)c2N)c1	0.4	-2.9	52.3	-0.6	-4.0	-1.6	-0.3	0.9	-0.1
10	CC(Oc1ccc(Cl)cc1Cl)c1ccnc(N)n1 (configuration not stated)	0.4	-1.3	15.3	1.3	-4.7	-4.6	-1.0	-5.6	-0.1
11	CCC(C)(C)NC(=O)CCCSc1nc2ccccc2[nH]1	1.0	1.0	3.9	-2.5	4.1	0.9	2.7	-2.1	-0.1
12	O=C(Nc1ccccc1F)c1cc2c(s1)-c1ccccc1S(=O)(=O)C2	-1.7	0.3	-0.6	2.3	9.7	4.1	2.0	-0.6	0.0
13	COc1cc(C=O)ccc1OCc1ccccc1Br	3.6	-3.5	13.8	-0.5	-2.1	2.7	6.0	2.1	0.1
14	COc1ccc2cc(C3CC(c4ccco4)=NN3S(=O)(=O)c3ccccc3)c(Cl)nc2c1 (configuration not stated)	-2.4	4.8	6.3	-2.3	11.9	40.5	-1.7	-2.0	1.2
15	Cc1cc(C(=O)COc2ccc(C#N)cc2)c(C)n1CC1CCCO1 (configuration not stated)	/	/	4.6	/	2.1	/	5.2	/	0.0
16	CN1CCC[C@@H]1CCNC(=O)c1cccc2c1C(=O)c1ccc(N3CCCC3)cc1S2(=O)=O	/	/	4.1	/	3.6	/	-4.4	/	0.1
17	CS(=O)(=O)N1CCC(C(=O)Nc2ccccc2Sc2ccccc2)CC1	1.8	-0.2	-7.4	4.2	6.6	-4.4	4.3	0.3	-0.1
18	CCOc1ccc(NC(=O)CN2CCc3cc4c(cc3C2)OCCCO4)cc1OCC	0.7	-0.2	41.2	-3.5	1.8	-9.8	2.7	-2.5	-0.1
19	O=C(OCC(=O)N1CCN(C(=O)c2ccco2)CC1)c1cc(=O)c2ccccc2o1	1.0	-2.8	1.9	1.0	6.2	-9.3	-3.8	-7.2	-0.1
20	COc1ccc(CC(=O)N2CCCC(C)C2)cc1 (configuration not stated)	0.3	-3.2	-7.8	-8.7	-7.0	-1.8	-2.0	-8.1	0.1
21	CCOC(=O)Cn1c(=O)c2c(nc(Br)n2Cc2ccccc2Cl)n(C)c1=O	2.6	-2.0	3.3	-1.1	-1.6	-0.9	-3.0	-1.1	0.1
22	CCN(CC)S(=O)(=O)c1ccc(OC(C)C)c(N)c1	2.9	-2.7	0.9	-1.8	6.3	1.1	6.2	-1.2	0.0
23	COc1ccc(S(=O)(=O)NCC(=O)NCc2cc(=O)n(C)c(=O)n2C)cc1C	3.1	-4.1	1.3	-2.4	4.8	2.1	6.7	-1.8	-0.1
24	O=C(/C=C/c1cccs1)Nc1cccc(NC(=O)/C=C/c2cccs2)n1	1.6	7.0	-7.6	-3.1	3.1	32.8	13.8	7.5	1.1
25	COC(=O)c1ccc(C(C(=O)NC2CCCCC2)N(Cc2ccccc2)C(=O)Cc2cccs2)cc1 (configuration not stated)	2.5	-2.4	-9.3	2.0	-1.4	5.4	10.3	-2.6	-0.8
26	O=C(NCc1ccccc1)C1COc2ccccc2O1 (configuration not stated)	0.5	-0.4	5.1	-2.3	0.7	-0.2	9.0	0.7	-0.1
27	CN(C)C(=O)N1CCCC(C(=O)NCc2ccc(F)cc2Cl)C1 (configuration not stated)	2.3	1.6	/	-1.4	7.6	-1.6	-0.5	-2.9	-0.1
28	CC(=O)N(Cc1ccccc1)Cc1nc2sc(C)c(C)c2c(=O)[nH]1	2.2	7.8	-8.7	10.7	-3.1	0.8	-6.6	-3.5	0.2
29	CCCOc1ccc(C2=CC(=O)C[C@H](c3ccc(OC)cc3)C2)cc1	2.0	2.2	1.5	/	0.2	/	2.5	/	-0.2
30	C/C(N)=C(/C#N)C(=O)CSc1nnc(Nc2c(C)cccc2C)s1	-0.3	2.2	-1.1	-1.2	3.8	12.2	-1.9	-3.8	-0.1
31	Cc1ccc(NC(=O)NCc2ccc3c(c2)OCO3)cc1	2.8	-3.1	4.3	3.6	-5.5	-1.6	1.3	-0.8	-0.2
32	Cc1ccc(NC(=O)C2CC2c2ccccc2)c([N+](=O)[O-])c1 (configuration not stated)	3.3	4.9	2.3	3.1	1.0	15.1	-1.2	-2.7	-0.1
33	CC(C)(C)n1nc2c(c1NC(=O)Cc1ccc(F)cc1)CSC2	1.8	-0.3	99.6	-6.3	7.8	18.0	3.3	0.4	0.2
34	Cc1c(C(=O)NCc2ccco2)oc2c(Cl)cccc12	-1.1	-4.0	/	/	5.5	/	-1.0	/	0.0
35	CCn1c(CNc2ccc(OC)cc2)nnc1SCC(=O)Nc1ccc(F)cc1	1.8	-2.6	16.5	-1.1	-5.4	-5.7	-1.1	1.9	0.0
36	O=C(Nc1ccc2snnc2c1)N1CCSCC1	1.4	-2.5	-1.6	-6.0	-8.8	-8.7	1.6	-5.0	-0.2
37	CC(Sc1ccc(Cl)cc1)C(=O)NNC(=O)c1ccncc1 (configuration not stated)	1.1	-3.8	-0.8	/	-15.1	/	-3.5	/	-0.2
38	CCOC(=O)C1=C(C)NC(C)=C(C(=O)OCC)C1c1ccccn1	3.3	-2.0	0.9	5.2	-5.6	-3.2	-4.1	-1.1	0.0
39	CCN(CC)C(=O)c1cn(-c2ccccc2)nc1-c1ccc2c(c1)OCCO2	2.7	1.7	-16.7	-3.7	3.4	4.0	-10.2	-4.8	-0.2
40	CCOC(=O)C1CCCN(Cc2cn[nH]c2-c2ccc(F)cc2F)C1 (configuration not stated)	-2.3	-1.6	3.3	5.3	-1.6	4.6	3.5	1.4	0.0
41	CCC(C)Sc1nnc(NC(=O)C2CCN(C(=O)c3ccco3)CC2)s1 (configuration not stated)	1.3	0.1	-4.7	-0.4	6.8	5.0	-1.4	0.6	0.1
42	Oc1c(C(c2cccs2)N2CCN(c3cccc(Cl)c3)CC2)sc2ncnn12 (configuration not stated)	5.2	-2.0	-0.5	4.9	3.6	6.8	-0.5	6.6	0.1
43	Cc1cc(C)cc(NS(=O)(=O)c2ccc(NC(=O)C3CCCCC3C(=O)O)cc2)c1 (configuration not stated)	-1.7	-0.5	-2.2	3.8	6.2	2.2	3.0	-1.5	-0.5
44	CC1CCCCN1c1nnc(N)s1 (configuration not stated)	-0.1	1.9	3.2	-0.8	0.5	1.9	1.7	3.0	0.0
45	Cc1ccccc1NC(=S)N(C)Cc1cccs1	0.7	-1.6	-19.2	-0.7	5.3	-2.1	-0.2	-2.5	0.0
46	CC1CC(Nc2ccccc2)c2ccccc2N1C(=O)c1ccccc1F (configuration not stated)	4.1	3.1	11.1	-0.1	7.5	4.8	0.6	2.1	0.0

Three of the compounds above, with two lines to a compound.
Values run as follows: PP5 primary, PP1 counter, JMJD2C inh, CTSL1 counter, proCasp7 act, HCV core dimer, proCasp3 act, TPT1 inhibitor, Efflux pump mplx
(37) CC(Sc1ccc(Cl)cc1)C(=O)NNC(=O)c1ccncc1 (configuration not stated)
    1.1, -3.8, -0.8, /, -15.1, /, -3.5, /, -0.2
(38) CCOC(=O)C1=C(C)NC(C)=C(C(=O)OCC)C1c1ccccn1
    3.3, -2.0, 0.9, 5.2, -5.6, -3.2, -4.1, -1.1, 0.0
(39) CCN(CC)C(=O)c1cn(-c2ccccc2)nc1-c1ccc2c(c1)OCCO2
    2.7, 1.7, -16.7, -3.7, 3.4, 4.0, -10.2, -4.8, -0.2
